# USP1 inh = Inhibitors of USP1/UAF1: Primary Screen; Ubiquitin carboxyl-terminal hydrolase 1 (Homo sapiens), O94782; recombinant USP1/UAF1, Ub-Rhodamine cleavage fluorescence; Potency, µM (doses to about 57.1 µM), without a hit: top-dose activity change, negative = inhibition, most hits filed as inhibitors; 390,000 tested, 0.23% active; AID 743255, 2014; also: % is scaled to controls: 0 for no effect and ±100 for the full control effect; nearly all actives have a fitted effect of over 60% in size; inactives centre near -12
#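 USP1/UAF1 complex (1 nM) preincubated 15 min at room temperature with compound, then Ub-Rho substrate (150 nM final) added. Kinetic fluorescence at 480/540 nm over 6 reads at 60 s intervals; 50 mM HEPES pH 7.8, 0.5 mM EDTA, 0.1 mg/ml BSA, 1 mM TCEP, 0.01% Tween-20.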
# mIDH1 inhibitor = qHTS for Inhibitors of mutant isocitrate dehydrogenase 1 (IDH1): qHTS. Isocitrate dehydrogenase [NADP] cytoplasmic (Homo sapiens), O75874. IDH1-R132H enzyme, NADPH consumption, diaphorase/resazurin fluorescence. Potency, µM (highest dose often 76.6 µM), without a hit: at the highest dose activity change, negative = inhibition, actives largely listed as inhibitors. 390,000 tested, 0.093% active. AID 602179, 2012; also: % is scaled to controls: 0 for no effect and ±100 for the full control effect; nearly all actives have a fitted effect of over 65% in size
#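 IDH1-R132H (0.5 ug/mL dispensed) in pH 7.5 Tris buffer was preincubated 30 min with compound, then given a substrate mix of 0.016 mM NADPH and 2 mM alpha-KG for 80 min at room temperature; remaining NADPH was read by diaphorase/resazurin fluorescence.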
# TrxR1 inh = qHTS Assay for Inhibitors of Mammalian Selenoprotein Thioredoxin Reductase 1 (TrxR1): qHTS; Thioredoxin reductase 1, cytoplasmic (Rattus norvegicus), O89049; recombinant rTrxR1, NADPH fluorescence consumption, selenite substrate; Potency, µM (highest dose often 114 µM), inactives show at the top dose activity change, negative = inhibition, most hits filed as inhibitors; 390,000 tested, 1% active; also: % is scaled to controls: 0 for no effect and ±100 for the full control effect; nearly all actives have a fitted effect of over 65% in size
#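 Rat TrxR1 (90 nM in the dispensed reagent) was pre-reduced with 400 uM NADPH for 5 min at room temperature, then incubated with compound for 15 min. After 400 uM selenite was added, NADPH fluorescence (Ex 340/Em 450 nm) was followed for 8 min.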
# ALOX12 inh = Primary qHTS assay for inhibitors of human arachidonate 12S-lipoxygenase (ALOX12): Round 2. purified 12hLO, xylenol orange hydroperoxide absorbance. Potency, µM (doses to about 108 µM), inactives show at the top dose activity change, negative = inhibition, most hits filed as inhibitors. 580,000 tested, 1.1% active; also: % is scaled to controls: 0 for no effect and ±100 for the full control effect
# Target sequence (P18054 whole entry, looked up): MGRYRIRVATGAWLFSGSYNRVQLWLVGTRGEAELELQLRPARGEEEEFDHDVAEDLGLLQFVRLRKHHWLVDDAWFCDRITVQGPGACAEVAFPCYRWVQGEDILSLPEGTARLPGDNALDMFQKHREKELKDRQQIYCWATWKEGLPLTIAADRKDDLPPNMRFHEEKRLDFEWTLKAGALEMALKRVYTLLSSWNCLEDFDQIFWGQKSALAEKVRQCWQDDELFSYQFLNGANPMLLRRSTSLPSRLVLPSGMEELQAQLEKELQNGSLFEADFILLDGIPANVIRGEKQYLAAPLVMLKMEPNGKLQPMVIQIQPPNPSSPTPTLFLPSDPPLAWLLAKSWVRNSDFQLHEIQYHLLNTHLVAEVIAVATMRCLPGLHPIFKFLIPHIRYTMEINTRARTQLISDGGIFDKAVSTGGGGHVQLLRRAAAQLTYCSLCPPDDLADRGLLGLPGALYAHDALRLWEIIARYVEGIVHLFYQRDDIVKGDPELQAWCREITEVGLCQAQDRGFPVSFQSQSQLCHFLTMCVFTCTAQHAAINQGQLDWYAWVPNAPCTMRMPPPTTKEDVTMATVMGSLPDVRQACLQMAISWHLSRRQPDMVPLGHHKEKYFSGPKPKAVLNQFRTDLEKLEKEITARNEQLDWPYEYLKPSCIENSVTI
#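 Hydroperoxide product was detected by ferrous iron/xylenol orange as the 573 to 405 nm absorbance ratio. Arachidonic acid at 40 uM (final) was turned over for 30 min at room temperature by 150 nM human 12hLO, pH 7.0 Hepes buffer, after 15 min compound preincubation.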
# TrxR1 substrate = qHTS Assay for Substrates of Mammalian Selenoprotein Thioredoxin Reductase 1 (TrxR1): qHTS. Potency, µM (series often up to 114 µM), for the others: at the highest dose activity change, negative = substrate turnover. purified TrxR1 substrate turnover, NADPH consumption readout. AID 588456, 2011. Thioredoxin reductase 1, cytoplasmic (Rattus norvegicus), O89049. 390,000 tested, 0.01% active; also: % is scaled to controls: 0 for no effect and ±100 for the full control effect; nearly all actives have a fitted effect of over 50% in size
#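 Rat TrxR1, dispensed at 90 nM, was prereduced with 400 uM NADPH (final) for 5 min at ~22 deg C, then incubated with compound 15 min before 400 uM selenite. A first-read NADPH fluorescence drop versus no-compound background flagged substrates.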
# Vif-APOBEC3F blk = qHTS for Inhibitors of Vif-A3F Interactions: qHTS. HeLa A3F-eYFP + Vif (tagged APOBEC3F with the HIV-1 protein that degrades it), YFP fluorescence increase. Potency, µM (series often up to 46.1 µM), without a hit: at the top dose activity, negative = active. 390,000 tested, 0.2% active; also: % of control where 0% means no effect; nearly all actives have a fitted effect of over 65% in size
#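 HeLa cells stably expressing Vif plus C-terminally eYFP-tagged A3F were seeded, incubated overnight at 37 deg C, dosed with compound, incubated overnight again at 37 deg C. Yellow fluorescence (Ex 488/Em 500-530) reported blocked Vif-mediated A3F-eYFP degradation.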
# RXFP1 ag = qHTS Assay for Agonists of the Relaxin Receptor RXFP1; Relaxin receptor 1 (Homo sapiens), Q9HBX9; HEK293T-RXFP1 cAMP TR-FRET, 30 min; response scale: percent of porcine relaxin response, buffer zero; Potency, µM (highest dose often 57.5 µM), for the others: at the top dose activation, hits mostly activators; 370,000 tested, 0.3% active; AID 2676, 2010; also: % is scaled to controls: 0 for no effect and ±100 for the full control effect; nearly all actives have a fitted effect of over 60% in size; many of its hits are not listed in these tables
#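 HEK293 cells stably expressing RXFP1, treated 30 min at 37C with compounds plus PDE4 inhibitor Ro 20174; cAMP measured by HTRF TR-FRET. Normalized to buffer and 29 nM porcine relaxin; EC50 by Hill fit.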
# Vif-APOBEC3G blk = qHTS for Inhibitors of Vif-A3G Interactions: qHTS. 410,000 tested, 0.076% active. HeLa A3G-eYFP + Vif (tagged APOBEC3G with the HIV-1 protein that degrades it), YFP fluorescence, overnight. Potency, µM (top dose mostly 46.1 µM), for the others: top-dose activity, negative = active, hits mostly inhibitors. DNA dC->dU-editing enzyme APOBEC-3G (Homo sapiens), Q9HC16;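 also: % is scaled to controls: 0 for no effect and ±100 for the full control effect; nearly all actives have a fitted effect of over 60% in size; hits raise eYFP signal because A3G escapes Vif-driven loss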
#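 HeLa cells stably expressing Vif and C-terminally eYFP-tagged A3G, seeded overnight at 37 deg C, then exposed to compound by pintool overnight at 37 deg C. Rise in yellow fluorescence (Ex 488/Em 500-530, Acumen) marks blocked Vif-driven A3G degradation.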
# RGS4 inh = Inhibitors of Regulator of G Protein Signaling (RGS) 4: qHTS. Regulator of G-protein signaling 4 (Homo sapiens), P49798. Transcreener GDP fluorescence polarization, RGS4-accelerated GTP hydrolysis. Potency, µM (titrated, usually from 114 µM), for inactives: top-dose activity change, negative = inhibition, actives largely listed as inhibitors. 390,000 tested, 0.039% active; also: % is scaled to controls: 0 for no effect and ±100 for the full control effect; nearly all actives have a fitted effect of over 75% in size; some results filed as inactive show a strong effect at the top dose
# Target sequence (P49798 whole entry, looked up): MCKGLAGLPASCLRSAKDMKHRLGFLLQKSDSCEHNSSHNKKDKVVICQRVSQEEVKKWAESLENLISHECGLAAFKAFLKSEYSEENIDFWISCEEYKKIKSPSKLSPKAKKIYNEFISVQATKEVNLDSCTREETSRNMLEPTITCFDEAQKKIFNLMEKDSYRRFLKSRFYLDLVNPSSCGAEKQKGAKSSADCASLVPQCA
#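 MLSMR compounds (23 nl, pin-transferred) preincubated 10 min at room temperature with a 500nM (2x) first reagent, then RGS4 at 900nM (2x) plus Transcreener GDP mix added; fluorescence polarization (620/688 nm) read before and after 90 min at 30 °C.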
# The depositor's hits bear a star; ? = inconclusive; · = not tested or not shown; & = joins results of further samples; [ ] = remark or other dose. Calls follow the shape of the dose curve; as a rule, active = well fitted curve in the direction sought with a large enough effect; inconclusive = small, poorly fitted or top-dose-only effect, or another doubt; inactive = no such curve, though single readings can be large; an effect the other way counts as inactive or inconclusive. Potency is read from the fitted curve at half-maximal effect. Only part of the results is shown (hit frequency here may not be typical).
structure	USP1 inh	mIDH1 inhibitor	TrxR1 inh	ALOX12 inh	TrxR1 substrate	Vif-APOBEC3F blk	RXFP1 ag	Vif-APOBEC3G blk	RGS4 inh
O=C(NCc1nnc(SCC(=O)N2CCN(c3ccccc3)CC2)o1)c1ccccc1	-9%	8%	-12%	0%	-2%	-10%	0.1%	-1%	11%
CC(=O)N1CCCc2cc(S(=O)(=O)Nc3ccccc3C)ccc21	-16%	6%	21%	1%	7%	11%	-3.4%	6%	-3%
COc1ccc(CC(=O)OCc2cc(=O)n3cc(Br)ccc3n2)cc1OC	-9%	9%	21%[57.1 µM]	-5%	-1%	8%	?	3%	-27%
CCOc1ccc(NC(=O)c2ccc(NC(=O)CN3C(=O)C(=O)N(CC(C)C)C3=O)cc2)cc1	-13%	3%	22%	5%	1%	7%	2.2%	0%	-45%
COc1ccccc1NC(=O)N1CCN(Cc2nc3ccc(C)cc3o2)CC1	-16%	-7%	10%[57.1 µM]	-12%	6%[57.1 µM]	0%	3.8%	-1%	-10%
CN(C(=O)c1sc2nc(N3CCOCC3)c3c(c2c1N)CCCC3)c1ccccc1	-10%	3%	?	?	18%[57.1 µM]	5%	6.3%	-3%	-45%
Cc1sc2ncnc(Nc3ccc(N4CCOCC4)cc3)c2c1-c1ccccc1	?	7%	8%	-9%	6%	0%	0.9%	-2%	-11%
CC(C)NC(=O)c1cc(C(=O)c2cc(Cl)ccc2O)coc1=N	4%	0%	1%	?	0%	-21%	0.4%	-21%	17%
C=C1CN(C(C(=O)OC)C(C)C)S(=O)(=O)c2ccc(F)cc21 (configuration not stated)	·	·	-20%	·	-5%	·	·	4%	-12%
CCOC(=O)C1CCN(Cc2cn[nH]c2-c2ccccc2)CC1	-16%	1%	5%	?	-4%	-2%	0.8%	6%	10%
Nc1cccc2c1C(=O)N(Cc1nnc(-c3ccccc3Br)o1)C2=O	-23%	4%	21%	?	10%	0%	10%	-2%	15%
CN(Cc1ccccc1)C(=O)CN1C(=O)NC2(CCCc3sccc32)C1=O (configuration not stated)	-22%	8%	·	-7%	·	-4%	·	1%	·
COc1ccc2c(c1)C(c1ccc([N+](=O)[O-])cc1)=NNC(c1ccco1)=N2	-13%	-11%	-3%	-9%	-6%	-1%	-0.3%	-5%	-12%
COc1ccccc1C(=O)n1nc(-c2ccco2)nc1N	1%	-4%	-23%	342%[activator]	-4%	0%	-1.0%	1%	-3%
O=C(/C=C/c1ccccc1)NC(NC(=S)Nc1ccc(C(=O)O)cc1)C(Cl)(Cl)Cl (configuration not stated)	-13%	-1%	-2%	?	1%	5%	-0.1%	0%	-7%

# Only mIDH1 inhibitor and TrxR1 inh (2 entries from above):
mol	mIDH1 inhibitor	TrxR1 inh
CCOC(=O)C1CCN(Cc2cn[nH]c2-c2ccccc2)CC1	1%	5%
Cc1sc2ncnc(Nc3ccc(N4CCOCC4)cc3)c2c1-c1ccccc1	7%	8%

# Carrying on:
structure	USP1 inh	mIDH1 inhibitor	TrxR1 inh	ALOX12 inh	TrxR1 substrate	Vif-APOBEC3F blk	RXFP1 ag	Vif-APOBEC3G blk	RGS4 inh
Brc1cc(-c2ccccc2)nc(-c2ccccc2)n1	-18%	9%	21%[57.1 µM]	26%	12%	0%	·	1%	-26%
Cc1cc(=O)[nH]c(SCC(=O)Nc2c(C)n(C)n(-c3ccccc3)c2=O)n1	-9%	1%	8%	1%	-2%	-7%	0.0%	1%	-30%
CC(C)n1nnnc1SCC(=O)NCc1ccco1	-16%	3%	?	-13%	-2%	-9%	·	-2%	-5%
CCC(=O)Nc1ccccc1C(=O)OCC(=O)c1ccccc1	-14%	2%	4%	-19%	-3%	4%	-1.9%	0%	23%
CCNc1nc(N)c(C(=O)C23CC4CC(CC(C4)C2)C3)s1	-9%	-4%	-9%	1%	-5%	1%	3.8%	-1%	-25%
CN(C(=O)c1ccc2c(=O)n3c(nc2c1)CCCCC3)c1cccc(Cl)c1	-16%	-7%	12%	1%	-1%	-7%	2.9%	0%	3%
Cn1c(=O)[nH]c(=O)c2c1nc(CN1CCN(c3ccccc3F)CC1)n2Cc1ccc(F)cc1	12%	-5%	-7%	4%&0%	-2%	0%	17%	-5%	5%
COc1cccc(/C=C/C(=O)OCC(=O)c2ccc3c(c2)NC(=O)CO3)c1	-20%	0%	4%	?	9%	-8%	-1.8%	-2%	?
CCC(=O)Nc1cccc(C(=O)/C=C/c2cccs2)c1	-5%	-1%	-6%	-5%	-3%	0%	-1.7%	-15%	-12%
O=C(Cc1cccs1)Nc1ccc(Cl)c(S(=O)(=O)N2CCOCC2)c1	-7%	-1%	6%[57.1 µM]	?	-2%[57.1 µM]	-2%	0.1%	1%	22%
O=C(CSc1nnc(-c2ccc(Cl)cc2Cl)n1C1CCCCC1)N1CCCC1	-4%	1%	15%[57.1 µM]	2%	7%[57.1 µM]	1%	0.0%	-5%	3%
CCC(=O)c1ccc(OCC(=O)OCC(=O)c2c(N)n(C)c(=O)n(C)c2=O)cc1	-1%	4%	8%	39%[activator]	-10%	5%	4.1%	0%	25%
C[C@H]1CN([C@@H](C)CO)C(=O)CCCn2nncc2CO[C@@H]1CN(C)Cc1ccccc1C(F)(F)F	-6%	2%	·	?	·	-6%	·	-2%	·
COc1cc(/C=C(\C#N)C(=O)c2c(C)[nH]c3ccccc23)cc(OC)c1OC	-26%	8%	?	?	-8%	-9%	0.3%	0%	-6%
COc1ccc2oc(=O)c(C(=O)NCCc3c(C)[nH]c4ccc(C)cc34)cc2c1	-13%	-1%	-3%	?	10%[11.4 µM]	2%	1.1%	6%	-6%
O=S(=O)(N1CCCCCC1)N1CCN(S(=O)(=O)N2CCCCC2)CC1	1%	-1%	31%	19%	8%	-7%	-0.4%	-1%	10%
NNC(=O)c1[nH]c(-c2ccccc2)cc1-c1ccccc1	-20%	2%	18%	12%	-1%	-9%	4.1%	-18%	0%
COCCSc1nnc(NC(=O)CS(=O)(=O)c2ccccc2)s1	-20%	0%	-4%	-10%	-4%	-5%	-4.5%	0%	-8%
COc1cc(OC)c(OC)cc1/C=C/c1cc(C(=O)O)c2ccccc2n1	-19%	4%	2%	-16%	-4%	1%	9.3%	2%	4%
COc1cc(C(=O)Oc2cccc(Nc3ncnc4ccccc34)c2)cc(OC)c1OC	-1%	-1%	57%[activator]	6%	37%[activator]	-7%	4.2%	-1%	-11%
CCC(C)/C(C)=N/NC(=O)CSc1nc2ccccc2[nH]1 (configuration not stated)	-8%	-3%	23%	-2%	-1%	-13%	-0.9%	0%	16%
O=C1CC(c2ccc3c(c2)OCO3)C2=C(CCCC2=O)N1 (configuration not stated)	-14%	1%	8%[57.1 µM]	0%	-1%	-10%	0.3%	-2%	-5%
O=C(CN1CCOCC1)Nc1ccccc1F	-11%	1%	11%[57.1 µM]	-34%	9%[57.1 µM]	4%	0.2%	3%	-18%
Cc1ccc(-c2csc(SCC(=O)c3c(N)n(C4CC4)c(=O)[nH]c3=O)n2)cc1	3%	-1%	18%	6%	-1%	0%	2.0%	3%	-7%
CC(=O)NCCC(=O)N(Cc1ccccc1)c1nc2c(C)cccc2s1	-26%	0%	20%	-24%	-2%	-3%	2.3%	-5%	-13%
Cc1ccc(CSC2=Nc3ccccc3C3=NC(CCC(=O)NCCc4ccccc4)C(=O)N23)cc1 (configuration not stated)	?	?	10%[57.1 µM]	-1%	7%[57.1 µM]	5%	-0.9%	-7%	6%
Cc1ccc(N2C(=O)c3n[nH]c(C)c3C2c2cccnc2)cc1 (configuration not stated)	-16%	0%	6%	-8%	4%	-12%	0.2%	1%	8%
O=c1c2cc3c(cc2[nH]c(=S)n1Cc1ccco1)OCO3	-9%	-2%	-14%	?	-4%	2%	-3.1%	-12%	3%
O=S(=O)(c1ccccc1)n1nc(-c2ccco2)nc1NCc1ccccc1	?	0%	10%	-6%	4%	4%	0.8%	-4%	-7%
COc1cccc(CNC(=O)C2CCN(Cc3cc4ccccc4n3Cc3ccc(C)cc3)CC2)c1	-21%	7%	15%[57.1 µM]	-29%	-5%[57.1 µM]	2%	1.2%	3%	-9%
